LMPTP inh – LMPTP (human) inhibition; recombinant LMPTP-A, OMFP fluorogenic substrate, fluorescence intensity; inhibition, % at 20 µM; 360,000 tested, 0.22% active;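 active means compounds that cut the enzyme signal by at least half of the control window in the single-dose screen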;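 further: plate controls were DMSO wells with enzyme plus substrate for no effect and substrate without enzyme for full effect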
Target sequence (P24666 whole entry, looked up): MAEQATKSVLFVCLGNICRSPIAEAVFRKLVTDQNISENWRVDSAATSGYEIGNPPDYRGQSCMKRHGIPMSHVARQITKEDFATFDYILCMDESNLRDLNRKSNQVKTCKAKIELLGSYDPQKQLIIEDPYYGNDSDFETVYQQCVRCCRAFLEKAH
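Assay system: LMPTP-A, protein tyrosine phosphatase of low molecular weight / Medium: pH 6.0 Bis-Tris buffer with DTT and Triton X-100 / Schedule: 50 min enzyme reaction at room temperature, protected from light / Measured by: endpoint fluorescence intensity from OMFP dephosphorylation / Read-out basis: % inhibition relative to no-enzyme and uninhibited control wells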
Neddyl block – cullin neddylation inhibition. 360,000 tested, 0.58% active. AID 651699. calls only at 25 µM. TR-FRET cullin neddylation, biochemical; in the data active means inhibition above about 36%
NadD block – NadD (S. aureus) enzyme inhibition. inhibition, % at 20 µM. purified NadD enzyme, colorimetric absorbance read-out. 360,000 tested, 0.78% active. AID 602399; in the data active means inhibition above about 26%; further: some compounds past the cut are filed as inactive
DNMT1 inh – blocks human DNA methyltransferase DNMT1 | 360,000 tested, 0.83% active | DNMT1 molecular beacon, Hinp1I cleavage, fluorescence | inhibition (reported as % activation of signal), % at 10 µM | P26358 | AID 588458; in the data active means inhibition above about 50%
CendR NRP1 mod – NRP-1/CendR interaction modulation. O14786. FAM-RPARPAR peptide binding to NRP-1, fluorescence polarization. inhibition, % at 25 µM. 360,000 tested, 0.85% active;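 active means inhibition or corrected inhibition above about 18%, plus a signal ratio from 0.5 to 1.5, limit read from the data, passing the limit was not always enough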; further: strong numbers were not always called active
SKN-1 inh – inhibitors of C. elegans SKN-1; C. elegans VP596 Pgst-4::GFP/RFP ratio, acrylamide-induced, 24 h; inhibition, % at 21.8 µM; 360,000 tested, 0.49% active; AID 624304;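 active means interference check ratio from 0.5 to 1.5 plus GFP to RFP signal ratio inhibition reaching or exceeding a fixed threshold, cut at about 30% in these data, passing the limit was not always enough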; further: some compounds called inactive have numbers as strong as hits
SUMO1 PPI mod – SUMO1-SIM interaction modulation. SUMO1 binding to a labelled peptide, TR-FRET, 1 h. inhibition, % at 20 µM. P63165. 360,000 tested, 0.33% active; in the data active means inhibition above about 37%
Target sequence (P63165 whole entry, looked up): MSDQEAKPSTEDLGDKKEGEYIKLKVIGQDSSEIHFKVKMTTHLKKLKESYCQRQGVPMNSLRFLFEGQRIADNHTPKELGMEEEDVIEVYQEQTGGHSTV
TbMetRS inhib – blocks T. brucei methionyl-tRNA synthetase activity; purified T. brucei MetRS, ATP depletion, Kinase-Glo luminescence; inhibition, % at 11.9 µM; 360,000 tested, 0.4% active; AID 624268;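 active means inhibition above a per-plate cutoff of the control wells' mean inhibition plus 3 SD, cut at about 5.5% in these data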;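 further: 0% = DMSO wells median and 100% = median of wells with control inhibitor compound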
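Dosing: 11.9 µM single point; system: parasite MetRS enzyme; technique: luminescence of leftover ATP; times: 15 min enzyme-compound preincubation, 2 h reaction, 10 min detection, 25 °C; replicates: each compound tested once; read-out basis: percent inhibition relative to median high and low control wells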
Scp-1 inhibitor – inhibitors of human Scp-1 phosphatase; Q9GZU7; inhibition, % at 20 µM; Recombinant Scp1, phosphopeptide, malachite green phosphate absorbance; AID 493091; 340,000 tested, 0.88% active;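 active means inhibition above about 50% at 20 µM, limit read from the data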;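 further: plate controls were DMSO wells with enzyme for no effect and wells lacking enzyme for full effect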
Target sequence (Q9GZU7 76-261 limits assumed): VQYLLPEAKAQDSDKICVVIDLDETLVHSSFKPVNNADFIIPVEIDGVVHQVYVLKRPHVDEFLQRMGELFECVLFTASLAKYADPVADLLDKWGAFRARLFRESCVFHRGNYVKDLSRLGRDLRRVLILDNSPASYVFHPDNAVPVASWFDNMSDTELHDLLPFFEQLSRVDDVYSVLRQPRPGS
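Incubation: 45 min enzyme reaction at room temperature / System: truncated SCP-1 phosphatase (76-261aa) / Reagent: Phospho 17-mer peptide substrate / Buffer or medium: Acidic Tris acetate buffer with magnesium and detergent / Signal: absorbance at 630 nm / Doses: one concentration, 20 µM, with 1.0% DMSO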
STEP block – STEP (human) phosphatase inhibition; P54829; recombinant STEP, OMFP fluorogenic substrate, fluorescence; inhibition, % at 20 µM; 360,000 tested, 0.25% active;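 active means inhibition at 20 µM, scaled per plate between control wells, above about 37%, limit read from the data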;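 further: 0% = DMSO with enzyme and substrate and 100% = substrate only without enzyme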
Target sequence (P54829 whole entry, looked up): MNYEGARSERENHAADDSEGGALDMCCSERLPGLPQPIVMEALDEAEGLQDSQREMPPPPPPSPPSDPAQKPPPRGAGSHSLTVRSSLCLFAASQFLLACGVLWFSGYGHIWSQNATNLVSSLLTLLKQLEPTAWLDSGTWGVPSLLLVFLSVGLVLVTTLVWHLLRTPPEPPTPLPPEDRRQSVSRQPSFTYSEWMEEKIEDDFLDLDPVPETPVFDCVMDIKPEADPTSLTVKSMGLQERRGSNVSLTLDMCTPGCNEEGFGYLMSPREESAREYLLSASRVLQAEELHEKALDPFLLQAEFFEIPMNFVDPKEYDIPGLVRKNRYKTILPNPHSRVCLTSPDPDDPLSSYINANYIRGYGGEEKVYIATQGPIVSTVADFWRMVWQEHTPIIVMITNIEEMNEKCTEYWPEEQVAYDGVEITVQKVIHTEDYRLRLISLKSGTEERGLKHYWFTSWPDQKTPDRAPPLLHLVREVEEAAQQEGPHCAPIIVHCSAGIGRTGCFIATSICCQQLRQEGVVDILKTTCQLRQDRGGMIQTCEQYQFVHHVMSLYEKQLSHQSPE
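Test system: STEP tyrosine phosphatase / Reagent: OMFP at 25 µM / Doses: 20 µM, 1% DMSO / Read-out: percent inhibition scaled to no-enzyme and uninhibited-enzyme controls, plate-pattern corrected / Detection: FITC-channel fluorescence of OMFP product / Medium: Bis-Tris buffer pH 6.0, 2.5 mM DTT, 0.005% Tween 20 / Schedule: 20 min at room temperature, dark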
The depositor's hits bear a star; i = inactive; . = no result given.

Abbreviations – A = LMPTP inh; B = Neddyl block; C = NadD block; D = DNMT1 inh; E = CendR NRP1 mod; F = SKN-1 inh; G = SUMO1 PPI mod; H = TbMetRS inhib; I = Scp-1 inhibitor; J = STEP block
O=C(O)CC/C(=C\c1cccc(NC(=O)c2ccccc2Cl)c1)c1nc2ccccc2s1
  A: 1.9	B: i	C: 30*	D: -6	E: -22	F: 11	G: -3	H: 0.8	I: 4	J: -1
COc1cccc(C(=O)CC(=O)C(=O)Nc2ccc(C)cc2Cl)c1
  A: -0.6	B: i	C: -2	D: 1	E: -4	F: 13	G: 2	H: -0.6	I: -15	J: 3
O=C(c1ccc(Cl)cc1)c1cc([N+](=O)[O-])ccc1N1CCOCC1
  A: 1.3	B: i	C: -5	D: 0	E: 4	F: 67*	G: -18	H: 1.8	I: -14	J: 2
NNC(=O)c1cccc(COc2ccc3c(c2)CCC3)c1
  A: -0.3	B: i	C: 7	D: -3	E: 0	F: 0	G: 1	H: -0.6	I: 2	J: -1
Cn1c(C(=O)NCC2CCCO2)cc2c(=O)n3ccccc3nc21 (stereo not drawn)
  A: -1.2	B: i	C: -4	D: 3	E: 10	F: -11	G: -15	H: -0.5	I: -8	J: 3
Cc1cccc(NS(=O)(=O)c2ccc3c(c2)oc(=O)n3C)c1C
  A: -1.3	B: i	C: -2	D: 1	E: -4	F: -4	G: 2	H: -0.8	I: -5	J: 1
CCCc1cc(=O)[nH]c(SCc2nc3ccccc3o2)n1
  A: 1.1	B: i	C: 5	D: 9	E: -4	F: 1	G: 7	H: -1.0	I: -5	J: -2
CCOC(=O)N/N=C/c1cc(C)n(-c2cccc3ccccc23)c1C
  A: 0.4	B: i	C: 2	D: -13	E: -6	F: 8	G: -4	H: 1.3	I: -14	J: 3
NC(c1ccccc1)c1csc(Nc2cc(Oc3ccccc3)ncn2)n1 (stereo not drawn)
  A: 0.0	B: i	C: 6	D: 1	E: -11	F: 12	G: 0	H: -0.2	I: .	J: 0
Cc1ccc(C(=O)NC2CC(=O)N(c3ccc4c(c3)OCCO4)C2)cc1[N+](=O)[O-] (stereo not drawn)
  A: 0.4	B: i	C: 1	D: -9	E: 8	F: 7	G: -9	H: 0.0	I: -1	J: -1
Cc1ccc(S(=O)(=O)Nc2ccc(N3CCOCC3)nc2)cc1
  A: -0.7	B: i	C: 2	D: 1	E: 9	F: 2	G: 5	H: -0.3	I: -3	J: -4
COc1ccc(C2CC(c3cccc(C(F)(F)F)c3)=NN2c2ccc(S(N)(=O)=O)cc2)cc1 (stereo not drawn)
  A: 3.7	B: .	C: 14	D: -4	E: 4	F: 0	G: 2	H: -0.1	I: 1	J: 3
Cc1ccc(CSCC(=O)NCc2ccco2)cc1
  A: -0.7	B: i	C: -5	D: 6	E: 1	F: 2	G: 1	H: -0.3	I: 22	J: 4
Cc1ccc(S(=O)(=O)N2CC(O)C2)cc1
  A: -0.4	B: i	C: 1	D: 0	E: -6	F: 15	G: 19	H: 0.0	I: -11	J: -2
CC(=O)N/C(=C/c1ccc2c(c1)OCO2)C(=O)Nc1ccccc1
  A: -2.2	B: i	C: -5	D: 2	E: -6	F: 7	G: -4	H: 0.1	I: -15	J: 0
CCCCNC(=O)C(Sc1ccccc1)c1ccccc1 (stereo not drawn)
  A: -1.5	B: i	C: 0	D: 1	E: 10	F: 3	G: 2	H: -0.2	I: -14	J: 2
O[C@H]1C[C@H](c2ccc(Cl)cc2)N(Cc2cccs2)C[C@@H]1n1cc(C2CC2)nn1
  A: 0.4	B: i	C: -6	D: -9	E: 6	F: 1	G: 15	H: -0.1	I: .	J: -1
CN(C(=O)COC(=O)C1=COCCO1)c1c(N)n(Cc2ccccc2)c(=O)[nH]c1=O
  A: -0.9	B: i	C: 1	D: 1	E: 9	F: 13	G: 2	H: -0.3	I: -3	J: 0
COC(=O)c1cc(OC(=O)CCc2ccc(OC)c(OC)c2)cc(C(=O)OC)c1
  A: 2.9	B: i	C: -4	D: 2	E: 12	F: -7	G: 4	H: -0.5	I: -10	J: 0
CSCC[C@H](NC(=O)Nc1ccc(C)cc1)C(=O)O
  A: -2.1	B: i	C: 0	D: 3	E: 2	F: 9	G: 1	H: -0.8	I: -6	J: -1
Cc1csc(=O)n1CC(=O)OCc1nnc(-c2ccc([N+](=O)[O-])cc2)o1
  A: -0.2	B: i	C: 1	D: 2	E: -3	F: 7	G: -41	H: -0.2	I: -6	J: -4
Cc1ccc(CNC(=O)COC(=O)c2cccnc2Cl)cc1
  A: -0.2	B: i	C: 1	D: 3	E: 0	F: 1	G: 3	H: -0.4	I: 6	J: 1
O=S(=O)(N/N=C/c1ccc(Cl)cc1)c1ccc(Cc2ncc(C(F)(F)F)cc2Cl)s1
  A: 3.7	B: i	C: 24	D: -4	E: 2	F: -18	G: 2	H: -1.3	I: -9	J: 2
COC(=O)c1cc(OC)c(OC)cc1NC(=O)Nc1cccc(C(C)=O)c1
  A: -3.2	B: i	C: -3	D: -1	E: -1	F: -1	G: 1	H: 0.6	I: -9	J: -1
COc1cc2c(cc1OC)-c1cc(N3CCc4ccccc43)nc(=O)n1CC2
  A: 1.9	B: i	C: 5	D: -3	E: -4	F: 2	G: 10	H: -0.4	I: -1	J: 1

Three records picked at random from the list so far, as already listed:
Abbreviations – A = LMPTP inh; B = Neddyl block; C = NadD block; D = DNMT1 inh; E = CendR NRP1 mod; F = SKN-1 inh; G = SUMO1 PPI mod; H = TbMetRS inhib; I = Scp-1 inhibitor; J = STEP block
Cc1ccc(CNC(=O)COC(=O)c2cccnc2Cl)cc1
  A: -0.2	B: i	C: 1	D: 3	E: 0	F: 1	G: 3	H: -0.4	I: 6	J: 1
COC(=O)c1cc(OC(=O)CCc2ccc(OC)c(OC)c2)cc(C(=O)OC)c1
  A: 2.9	B: i	C: -4	D: 2	E: 12	F: -7	G: 4	H: -0.5	I: -10	J: 0
COc1cc2c(cc1OC)-c1cc(N3CCc4ccccc43)nc(=O)n1CC2
  A: 1.9	B: i	C: 5	D: -3	E: -4	F: 2	G: 10	H: -0.4	I: -1	J: 1

(cont.)
Abbreviations – A = LMPTP inh; B = Neddyl block; C = NadD block; D = DNMT1 inh; E = CendR NRP1 mod; F = SKN-1 inh; G = SUMO1 PPI mod; H = TbMetRS inhib; I = Scp-1 inhibitor; J = STEP block
O=C1CN(C(=O)c2cccc(Br)c2)c2ccccc2N1
  A: -0.6	B: i	C: -6	D: -2	E: 5	F: 0	G: 1	H: -0.5	I: -4	J: -2
CC(=O)OC1C(N2CCCCC2)c2c(ccc(/C=C/C(=O)N3CCCCC3)c2O)OC1(C)C (stereo not drawn)
  A: 0.1	B: .	C: 2	D: -1	E: -13	F: 10	G: 3	H: -0.2	I: -7	J: -1
c1ccc(CN2CCOCC2)cc1
  A: -1.0	B: i	C: -3	D: 34	E: 6	F: -3	G: -1	H: -1.3	I: -5	J: 2
O=C(CN1CCCCC1)N1c2ccccc2CCc2ccccc21
  A: -1.8	B: i	C: -6	D: 0	E: 8	F: 5	G: 1	H: -0.7	I: 1	J: 2
COc1ccccc1NC(=O)CCC(=O)Nc1nnc(C(F)(F)F)s1
  A: -1.5	B: i	C: -3	D: -7	E: 2	F: -6	G: 0	H: -0.7	I: -4	J: 4
Cc1cc(N2CCN(c3ccccn3)CC2)n2nc(C)nc2n1
  A: 1.6	B: i	C: -1	D: 5	E: 4	F: 4	G: 1	H: -1.4	I: 1	J: -1
COc1ccc(-c2ccc3ccccc3n2)cc1OC
  A: 0.3	B: .	C: -5	D: 0	E: -6	F: 10	G: -11	H: -0.3	I: -5	J: 0
O=C(COC(=O)C1CCCCC1)NCc1ccc(Cl)cc1
  A: 0.3	B: i	C: 1	D: -2	E: 18	F: 1	G: -1	H: -0.2	I: -10	J: -1
O=C(Nc1nc2ccccc2s1)C1CCCN1S(=O)(=O)c1ccc(Cl)cc1 (stereo not drawn)
  A: 1.7	B: i	C: 0	D: -4	E: 7	F: 11	G: 0	H: 0.2	I: 5	J: -2
C=CCn1c(CNc2ccc(C)cc2)nnc1SCC(=O)N/N=C/c1ccc(O)cc1
  A: -0.3	B: i	C: -2	D: -3	E: 6	F: 27	G: 3	H: 0.3	I: -7	J: 5
COc1ccc(S(=O)(=O)N2CCCCCC2)cc1NC(=O)CN1C(=O)NC(C)(c2ccc(C)cc2)C1=O (stereo not drawn)
  A: 2.9	B: i	C: 5	D: -6	E: 10	F: -3	G: 9	H: -0.5	I: -5	J: -4
S=C(Cc1ccccc1)Nc1ccccc1
  A: -1.3	B: i	C: -3	D: 0	E: 8	F: 16	G: 2	H: -0.2	I: 0	J: 1
COC(=O)[C@@]1(Cc2ccccc2)[C@H]2C(=O)N(Cc3ccccc3)C(=O)[C@H]2[C@H]2CN=C(SCc3ccc(C#N)cc3)N21
  A: 2.0	B: i	C: 9	D: -3	E: 3	F: -1	G: 0	H: -0.5	I: 7	J: 0
COc1ccc(Cl)cc1NC(=S)NCc1ccccn1
  A: -2.0	B: i	C: -11	D: 0	E: 3	F: -2	G: 1	H: -0.6	I: -2	J: 2
CC(C)CCN1CC(=O)N2Cc3[nH]c4ccccc4c3C[C@H]2C1=O
  A: 1.6	B: i	C: 0	D: 1	E: 6	F: 11	G: 0	H: 1.6	I: -8	J: 0
CSc1nsc(SC)c1NC(=O)N1CCCCC1
  A: -1.4	B: i	C: -5	D: 2	E: -3	F: 1	G: 2	H: -1.1	I: -3	J: 0
CCCCCn1c(=O)[nH]c2cc(C(=O)N3CCN(c4ccc(C(C)=O)cc4)CC3)ccc2c1=O
  A: 0.8	B: i	C: 2	D: -4	E: 1	F: -10	G: -1	H: -0.9	I: -4	J: 2
Cc1nnn(-c2nonc2N)c1C(=O)N/N=C/c1ccccc1O
  A: 36	B: i	C: -1	D: 79*	E: -24	F: 0	G: 3	H: -0.7	I: 51*	J: 11
C[C@@H](NC(=O)c1[nH]cnc1C(=O)Nc1ccon1)c1ccccc1
  A: -1.7	B: i	C: 2	D: -1	E: 1	F: 5	G: 7	H: -0.5	I: -2	J: 0
O=C(CCn1cnc(-c2ccccc2)c1-c1ccccc1)N/N=C/c1ccc(O)cc1
  A: -0.6	B: i	C: 1	D: 4	E: -6	F: 6	G: 1	H: -0.5	I: -6	J: -3
CC1(C2CC2)NC(=O)N(CC(=O)Nc2ccccc2F)C1=O (stereo not drawn)
  A: -0.5	B: i	C: -8	D: 1	E: -1	F: -1	G: 1	H: -0.6	I: 4	J: 1
C#CCOCCOCCOCCNc1nc(N2CCN(C(=O)CCCCCCCCCCNC(=O)[C@@H](CCC(=O)O)n3cc(CCCCCN)nn3)CC2)nc(N2CCN(C(=O)CCCCCCCCCCNC(=O)[C@H](CCCCN)n3cc(C[C@@H](C)CC)nn3)CC2)n1
  A: -3.0	B: i	C: 36*	D: -142	E: -10	F: 9	G: -184	H: -0.4	I: 43	J: 0
CC(C)Nc1nc(NC(C)C)nc(C(N)=O)n1
  A: 0.3	B: i	C: -3	D: -1	E: -6	F: -28	G: 1	H: -0.6	I: -5	J: -1

Screens from PubChem BioAssay.
